# TexasRed fluor = alters Texas Red total fluorescence, flagging assay interference | TRb/SRC2 Texas Red total fluorescence interference | Potency, µM (highest dose often 106 µM), for inactives: at the top dose fluorescence change, negative = quenching | actives 0.29% (n = 280,000) | AID 1479; active = well fitted curve in either direction with a large enough effect; inconclusive = small, poorly fitted or top-dose-only effect; also: % is scaled to controls: 0 for no effect and ±100 for the full control effect
#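 Human TRb ligand-binding domain at 0.6 uM with 20 nM Texas Red SRC2 peptide in Tris buffer containing 1 uM T3 and 5% DMSO, incubated with compound 5 h at ambient temperature. Total fluorescence (555/632 nm) calculated as parallel + 2 × perpendicular.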
# L3MBTL1 inh = blocks human L3MBTL1. AlphaScreen L3MBTL1–H3K9me1 peptide binding. Potency, µM (top dose mostly 57.1 µM), without a hit: at the top dose activity, negative = inhibition, actives largely listed as inhibitors. actives 0.66% (n = 230,000). AID 485360; also: % is scaled to controls: 0 for no effect and ±100 for the full control effect; nearly all actives have a fitted effect of over 60% in size
# Target sequence (Q9Y468 whole entry, looked up): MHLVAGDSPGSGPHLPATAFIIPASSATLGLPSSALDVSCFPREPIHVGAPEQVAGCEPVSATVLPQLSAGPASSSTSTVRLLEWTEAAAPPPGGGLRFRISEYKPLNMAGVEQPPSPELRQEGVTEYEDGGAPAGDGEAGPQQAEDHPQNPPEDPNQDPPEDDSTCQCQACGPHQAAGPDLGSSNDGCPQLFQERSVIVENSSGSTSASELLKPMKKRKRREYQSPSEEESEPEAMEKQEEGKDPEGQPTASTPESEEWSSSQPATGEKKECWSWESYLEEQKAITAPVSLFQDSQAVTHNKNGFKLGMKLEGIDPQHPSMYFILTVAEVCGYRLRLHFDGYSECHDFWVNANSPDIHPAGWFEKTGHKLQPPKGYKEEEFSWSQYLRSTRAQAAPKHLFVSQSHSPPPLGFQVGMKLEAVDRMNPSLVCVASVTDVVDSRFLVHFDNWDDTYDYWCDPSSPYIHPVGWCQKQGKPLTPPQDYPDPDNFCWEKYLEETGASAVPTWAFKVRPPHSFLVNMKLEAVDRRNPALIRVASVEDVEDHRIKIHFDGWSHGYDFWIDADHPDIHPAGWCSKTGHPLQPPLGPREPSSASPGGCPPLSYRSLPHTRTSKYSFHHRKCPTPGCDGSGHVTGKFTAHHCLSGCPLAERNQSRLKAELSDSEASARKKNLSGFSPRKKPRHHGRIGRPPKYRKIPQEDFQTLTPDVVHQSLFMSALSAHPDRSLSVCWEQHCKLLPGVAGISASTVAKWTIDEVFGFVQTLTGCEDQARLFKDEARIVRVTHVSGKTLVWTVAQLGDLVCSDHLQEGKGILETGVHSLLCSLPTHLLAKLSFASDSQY
#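 AlphaScreen proximity signal between nickel-chelate acceptor and streptavidin donor beads (final 10 ug/mL) reports binding of 50 nM L3MBTL1 to 75 nM biotin-H3 K9me1 peptide; complex incubated with compounds 30 min at room temperature; cefsulodin titration as control.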
# HTT ATP protect = Huntington cell model cytoprotection by ATP luminescence; PC12 HTT-Q103 induced, cytoprotection, ATP luminescence, 40 h; Potency, µM (top dose mostly 56.4 µM), without a hit: cytoprotection (ATP increase), most hits filed as activators; actives 0.14% (n = 230,000); AID 1471;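 also: % of control where 0% means no effect; nearly all actives have a fitted effect of over 45% in size; toxic huntingtin expression switched on by the ecdysone agonist tebufenozide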
#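 Stable PC12 Q103-GFP cells in serum-supplemented, phenol red-free DMEM; induction by tebufenozide at 100 nM final; compound dose series; cell viability quantified luminescently from ATP.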
# Tau fibril ThT = inhibitors of human tau fibril formation, thioflavin T binding. P10636. recombinant tau K18 P301L, heparin-induced fibrillization, ThT fluorescence. Potency, µM (doses to about 57.4 µM), for the others: at the highest dose activity, negative = inhibition, hits mostly inhibitors. actives 2.1% (n = 270,000); also: % is scaled to controls: 0 for no effect and ±100 for the full control effect; nearly all actives have a fitted effect of over 55% in size
# Target sequence (P10636 561-689 P618L limits assumed): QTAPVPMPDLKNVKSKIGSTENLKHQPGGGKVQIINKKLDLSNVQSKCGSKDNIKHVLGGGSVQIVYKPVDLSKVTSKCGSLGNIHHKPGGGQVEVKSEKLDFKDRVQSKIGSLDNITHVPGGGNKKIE
#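 In this qHTS, human K18 P301L tau is incubated with compound and heparin for 6 hr at 37 C, and Thioflavin T fluorescence then reports fibril load.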
# Tau fluor cs = counter-screen for tau fibril formation inhibitors; tau K18 P301L (four-repeat tau fragment) Alexa594 fluorescence, heparin fibrillization; Potency, µM (series often up to 57.7 µM), without a hit: top-dose activity change, negative = decrease; AID 1463; actives 0.93% (n = 280,000); also: % is scaled to controls: 0 for no effect and ±100 for the full control effect; nearly all actives have a fitted effect of over 55% in size
#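 Human K18 P301L tau (15 uM unlabeled plus 0.24 uM Alexa 594-labeled, final) in 100 mM sodium acetate pH 7 was mixed with compound and 20 uM heparin and incubated 6 hr at 37 C.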
# Tau fibril FP = blocks human tau fibril formation measured by polarization; actives 0.39% (n = 280,000); Potency, µM (highest dose often 57.7 µM), without a hit: at the highest dose activity, negative = inhibition, most hits filed as inhibitors; P10636; K18 P301L tau heparin fibrillization, Alexa594 FP, 6 h; also: % is scaled to controls: 0 for no effect and ±100 for the full control effect; nearly all actives have a fitted effect of over 55% in size
#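 Human K18 P301L fragment (15 uM unlabeled plus 0.24 uM Alexa 594-labeled) in 100 mM sodium acetate pH 7 with compound, aggregation induced by 20 uM heparin for 6 hr at 37 C. ThT (30 uM) added for 1 hr, then Alexa 594 FP read.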
# TRb-SRC2 inh = TRbeta-SRC2 interaction inhibition. P10828. TRbeta-SRC2 peptide binding, fluorescence polarization; receptor liganded with 1 µM T3. Potency, µM (top dose mostly 106 µM), without a hit: top-dose activity change, negative = inhibition, usual class: inhibitors. actives 0.065% (n = 280,000);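 also: plate controls were bound peptide for no effect and peptide without receptor for full effect; nearly all actives have a fitted effect of over 50% in size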
#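 A fluorescence polarization screen tested compounds at multiple concentrations against complex formation between 0.6 uM TRb ligand-binding domain and 20 nM Texas Red SRC2 peptide, with 1 uM T3 present; readout after 5 hr.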
# RECQ1 inh = RECQ1 (human) helicase inhibition. P46063. RECQ1 DNA unwinding, red fluorescence kinetic read. Potency, µM (doses to about 57.3 µM), inactives show at the highest dose activity, negative = inhibition, actives largely listed as inhibitors. actives 0.54% (n = 240,000);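 also: plate controls were vehicle for no effect and no enzyme for full effect; nearly all actives have a fitted effect of over 30% in size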
#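 50 nM RECQ1T1 preincubated 15 min with compound in Tris pH 8.0 buffer with MgCl2, DTT, Tween-20 and 2.5 ug/ml poly(dI-dC); started with 200 nM TAMRA/BHQ-2 forked duplex and 2 mM ATP. Unwinding read as fluorescence (525/598 nm), two reads 2 h apart.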
# * = called active by the depositor; i = inactive; ? = inconclusive; . = no result given; & = joins results of further samples; [ ] = another dose, or the depositor's remark. Unless noted, calls follow the shape of the dose curve; as a rule, active = well fitted curve in the direction sought with a large enough effect; inconclusive = small, poorly fitted or top-dose-only effect, or another doubt; inactive = no such curve, though single readings can be large; an effect the other way counts as inactive or inconclusive. Potency is read from the fitted curve at half-maximal effect.
SMILES,TexasRed fluor,L3MBTL1 inh,HTT ATP protect,Tau fibril ThT,Tau fluor cs,Tau fibril FP,TRb-SRC2 inh,RECQ1 inh
CC1CCN(c2nnc(-c3ccccc3)c3ccccc23)CC1,3%,-5%,-34%[inhibitor],-16%,-4%,2%,6%,i
CCOC(=O)N1CCN(CC(O)COCCC23CC4CC(CC(C4)C2)C3)CC1 (configuration not stated),2%,.,10%[10 µM],-11%,-1%,7%,-2%,-11%
Cn1c(=O)c(C(=O)CN2CCN(S(=O)(=O)c3ccccc3)CC2)c(N)n(Cc2ccccc2)c1=O,2%,9%,3%[10 µM],-8%,-13%,4%,-7%,-12%
COc1ccc(S(=O)(=O)N2CCc3ccccc32)cc1C(=O)Nc1cccnc1,-3%,-5%,7%[10 µM],-14%,?,-7%,-1%,4%
CCCCc1ccc(NC(=O)Cn2cnc3c(oc4ccccc43)c2=O)cc1,6%,.,.,-4%,?,?,1%,.
CC(=O)Nc1cccc(NC(=O)c2oc3ccccc3c2C)c1,0%,8%,-24%[10 µM],-22%,-16%,-9%,2%,-5%
CCOC(=O)C1=C(C)NC(=O)NC1c1ccc2c(c1)OCCO2 (configuration not stated),0%,4%,1%,-11%,-8%,-6%,-3%,-8%
CCCC(=O)Nc1nnc(SCC)s1,1%[53 µM],-5%,18%[10 µM],9%,8%,0%,5%[53 µM],0%
COc1cc(OC)cc(C(=O)NCC(=O)OCC(=O)N2CCc3ccccc32)c1,1%,8%,-22%,-4%,-2%,2%,-7%,-3%
CCOC(=O)C1(CC/C(C)=N\NC(N)=O)CC(C)OC1=O (configuration not stated),-3%,7%,14%[10 µM],1%,-1%,0%,5%,-6%
CC1(CC(=O)N/N=C/c2cc3c(cc2Br)OCO3)OCCO1,-1%,.,-42%[inhibitor],3%,-1%,3%,-8%,-1%
CO[C@@H]1COC(=O)C/C=C\[C@H](C)[C@@H](NS(=O)(=O)c2ccc(C)cc2)COC(=O)C/C=C\[C@@H]1C,-2%&-22%[11.2 µM],.,8%&5%[10 µM],-11%&-5%[11.5 µM],-16%&-3%[11.6 µM],1%&4%[11.6 µM],7%&1%[11.2 µM],-5%[11.5 µM]
Oc1c(Br)cc(C2N=C(c3ccccc3Cl)NO2)cc1Br (configuration not stated),-1%,-2%,-2%,-19%,-9%,0%,5%,-5%
CCS(=O)(=O)N1Cc2ccccc2CC1C(=O)Nc1nc2ccc(F)cc2s1 (configuration not stated),-2%[53 µM],-5%,0%[10 µM],-4%,-11%,-9%,-5%[53 µM],-15%
O=C(COC(=O)/C=C/c1ccc(F)cc1)Nc1ccccc1-c1ccccc1,-2%,11%,14%[10 µM],-3%,-3%,0%,8%,-12%
Cc1ccc(NC(=O)Nc2ccc3oc(C)nc3c2)cc1,1%,44%[activator],-70%[inhibitor],6%,-20%,6%,-20%,-6%
O=C1NC(c2ccc(-c3ccccc3[N+](=O)[O-])o2)C(C(=O)c2ccc(F)cc2)C(O)(C(F)(F)F)N1 (configuration not stated),-3%,-6%,-12%[10 µM],?,-23%,-4%,-6%,-10%
Cc1ccc(NC(=O)COC(=O)CCNS(=O)(=O)c2ccc(C)c(C)c2)cc1,0%,9%,35%[10 µM],5%,-8%,-1%,13%,1%
COCCNC(=O)C1CCC(Cn2c(=S)[nH]c3ccccc3c2=O)CC1 (configuration not stated),1%,.,-2%[0.074 µM],7%,0%,0%,5%,i
Cc1ccc(C(=O)c2c(NC(=O)CSc3nnc(N)s3)sc3c2CCCC3)cc1,-2%,-21%,-17%[10 µM],11%,2%,3%,9%,1%
COC1=C(Nc2ccc(C)cc2)C(=O)c2ccccc2C1=O,-3%,16µM*,-36%[10 µM],8.9µM*,?,?,-13%,?
Cc1c(C(=O)NCc2ccccc2Cl)oc2c1C(=O)CCC2,-1%,.,4%[10 µM],-16%,-18%,-3%,-2%,-2%
c1ccc(-c2ccccc2-n2cnnn2)cc1,0%,7%,-11%,0%,0%,-2%,-3%,4%
CC(=O)NC(c1ccc(Cl)cc1)c1c(O)ccc2ccc(O)cc12 (configuration not stated),-4%,-16%,-20%,-8%,-21%,-2%,-8%,i
CCOC(=O)/C(C(N)=NCc1ccco1)=C(/O)c1ccccc1,1%,-11%,-22%[0.074 µM],-7%,-13%,0%,9%,-3%
CCOc1ccc(S(=O)(=O)n2cc(F)c(=O)[nH]c2=O)cc1,-1%,0%,.,-5%,1%,6%,0%,i
Cn1c(CNc2ccccc2)cc(=O)n(C)c1=O,1%,0%,14%,-4%,-3%,-4%,0%,i
COc1ccc(-c2nnn(CC(=O)N(CC(=O)NC3CCCC3)c3cccc(C)c3)n2)cc1OC,1%,-1%,-23%,-6%,-9%,1%,0%,9%
O=C(O)C1CC(c2ccccc2)=Nc2ccccc2S1 (configuration not stated),-1%,-18%,10%[10 µM],-19%,?,7%,1%,-3%
O=C1N(Cc2cccnc2)C[C@@H]2C[C@@H](c3cccc(OC4CCCC4)c3)N3CCC[C@@]123,0%,-8%,-8%[10 µM],-4%,12%,4%,6%,i
O=C(NC(=S)Nc1nc(-c2ccc(Cl)cc2)cs1)c1cccs1,0%,.,-27%,-21%,-20%,?,-1%,3%
O=C(NCc1ccco1)c1cnn2cccnc12,1%,-4%,-41%[inhibitor][1.9 µM],-5%,-10%,?,6%,i
Nn1c(SCC(=O)Nc2cc(S(=O)(=O)N3CCOCC3)ccc2Cl)nnc1-c1cccnc1,4%,0%,-18%,-12%,-14%,6%,3%,7%
CC(=O)N1CCc2cc(Br)cc(S(=O)(=O)CCC(=O)Nc3c(C)n(C)n(-c4ccccc4)c3=O)c21,-2%,.,-1%,-2%,3%,4%,9%,7%
Cc1nn(-c2ccccc2)c2sc(C(=O)OCC(=O)N3CCCCC3)cc12,-10%,-4%,1%,-14%,-5%,1%,-1%,7%
COc1cc(C2CC(=O)Oc3ccc(C(C)(C)C)cc32)cc(OC)c1OC (configuration not stated),1%,-4%,-49%,?,-18%[81.3 µM],0%[81.3 µM],4%,-16%[81.1 µM]
C[C@@H]1C=C(C(=O)N2CCN(Cc3ccc4c(c3)OCO4)CC2)O[C@H](OCCCCO)C1,1%,0%,-6%[10 µM],8%,6%,2%,2%,-3%
Cc1cc(C)c(NC(=O)Cn2c(=O)n(CC(=O)NCCc3ccccc3)c(=O)c3ccccc32)c(C)c1,-2%,.,.,12%,4%,?,-4%,.
c1ccc(-n2ncc3c2ncn2nnnc32)cc1,0%,3%,6%[10 µM],-12%,1%,4%,2%,-1%
COc1ccc(C(=O)C2CCCN(S(=O)(=O)c3cccnc3)C2)c(C)c1 (configuration not stated),-1%,-2%,2%[10 µM],-13%,-11%,-1%,-1%,-7%

# Six structures out of the list, arranged by SMILES length, falling.
SMILES,TexasRed fluor,L3MBTL1 inh,HTT ATP protect,Tau fibril ThT,Tau fluor cs,Tau fibril FP,TRb-SRC2 inh,RECQ1 inh
Cc1cc(C)c(NC(=O)Cn2c(=O)n(CC(=O)NCCc3ccccc3)c(=O)c3ccccc32)c(C)c1,-2%,.,.,12%,4%,?,-4%,.
Nn1c(SCC(=O)Nc2cc(S(=O)(=O)N3CCOCC3)ccc2Cl)nnc1-c1cccnc1,4%,0%,-18%,-12%,-14%,6%,3%,7%
COc1ccc(C(=O)C2CCCN(S(=O)(=O)c3cccnc3)C2)c(C)c1 (configuration not stated),-1%,-2%,2%[10 µM],-13%,-11%,-1%,-1%,-7%
COc1cc(C2CC(=O)Oc3ccc(C(C)(C)C)cc32)cc(OC)c1OC (configuration not stated),1%,-4%,-49%,?,-18%[81.3 µM],0%[81.3 µM],4%,-16%[81.1 µM]
CCOc1ccc(S(=O)(=O)n2cc(F)c(=O)[nH]c2=O)cc1,-1%,0%,.,-5%,1%,6%,0%,i
O=C(NCc1ccco1)c1cnn2cccnc12,1%,-4%,-41%[inhibitor][1.9 µM],-5%,-10%,?,6%,i

# The listing continues.
SMILES,TexasRed fluor,L3MBTL1 inh,HTT ATP protect,Tau fibril ThT,Tau fluor cs,Tau fibril FP,TRb-SRC2 inh,RECQ1 inh
Cc1nn(C(=O)c2ccc(Br)cc2)c(C)c1S(=O)(=O)N1CCOCC1,-3%,.,.,-13%,6%,8%,-1%,.
O=c1c(Cc2ccccc2)c(O)ccn1C1CCCCCCC1,-5%,-1%[11.4 µM],-28%,-7%,-8%,0%,-8%,i
CCOC(=O)c1oc2ccccc2c1CN1CCOCC1,-1%,-3%,-9%,-6%,-6%,-5%,5%,-9%
COc1ccccc1NC(=O)Cc1cccs1,0%,12%[11.4 µM],-10%[0.074 µM],-3%,3%,-3%,1%,i
COc1cccc(C(=O)C2CCCN(Cc3cn(CC(N)=O)c4ccccc34)C2)c1 (configuration not stated),-3%,1%,12%[10 µM],-10%,-11%,2%,0%,-15%
CC(c1ccccn1)N(CCN(C)C)C(=S)Nc1cccc(F)c1 (configuration not stated),-1%,.,-12%,-9%,-5%,1%,-7%,i

# An excerpt, so the mix of outcomes need not match the whole.
